# From PubChem
# Wee1 degr inh = blocks degradation of human Wee1 kinase | P30291 | HeLa Luc-Wee1K328M stability, luciferase luminescence; 100% = proteasome inhibitor MG132 effect | reporter increase, % at 5 µM | actives 1.2% (n = 220,000) | AID 1321;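 active = activation above the mean of all tested compounds plus 3 SD, set per screening run, cut at about 8.8% in these data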;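 note: cells exposed to compound for 20 h before luminescence read; 0% = DMSO alone and 100% = MG132 at 30 µM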
# PPC-1+TRAIL kill = compounds killing PPC-1 cancer cells with TRAIL present (potentiator screen, no TRAIL-free arm); PPC-1 cells + TRAIL, ATPLite viability luminescence; cell killing (% activity), % at 4 µM; actives 0.41% (n = 220,000);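 active = cell killing above 50% in the first pass at 4 µM, then a duplicate retest at 5 µM averaging 50% or more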;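 note: plate controls were cells with TRAIL plus DMSO for no effect and medium-only wells lacking cells for full effect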
# Ba/F3 V617F tox = loss of viability in JAK2V617F-driven Ba/F3 cells. Ba/F3 EpoR-JAK2V617F viability, ATP luminescence. inhibition, % at 5.6 µM. actives 1.1% (n = 220,000);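 active = inhibition above the campaign mean plus 3 SD over all tested compounds, cut at about 24% in these data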;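 note: cytokine-independent growth of Ba/F3 cells driven by EpoR plus mutant JAK2; 0% = DMSO-treated cells and 100% = JAK inhibitor I control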
# TNF death inh = inhibitors of TNF-alpha induced necroptosis in Jurkat FADD-/- cells; Jurkat FADD-/- TNF necroptosis rescue, ATP luminescence, 24 h; 0 = TNF only, 100 = no-TNF cells; actives 0.068% (n = 220,000); AID 463075; activation (protection from cell death), % at 10 µM;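 active = activation, meaning protection from cell death, of at least 50% relative to plate controls; inactive = activation below 50%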;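 note: necroptosis triggered by 40 ng/mL TNF-alpha added together with compound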
# CHOP inhibitor = CHOP inhibition in unfolded protein response. CHO-K1 CHOP-promoter luciferase, tunicamycin-induced, 15-18 h. inhibition, % at 10 µM. actives 3.8% (n = 220,000). AID 2732;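 active = compounds that reduced the stress-induced luciferase reporter signal by more than about 70% of percent inhibition, limit read from the data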;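 note: 0% = tunicamycin plus vehicle and 100% = wells without tunicamycin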
# TRPN1 ag = zebrafish TRPN1 (NompC) channel agonism; actives 0.18% (n = 220,000); HEK293 zebrafish TRPN1-YFP, Fluo-8 calcium fluorescence; 100% = response to 87 µM carbachol; activation, % at 3 µM; AID 1424;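 active = activation above its plate's cutoff, the mean activation of test wells on that plate plus 3 SD, cut at about 19% in these data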;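 note: 0% = DMSO alone and 100% = 87 µM carbachol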
#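 Assay system: Zebrafish TRPN1-YFP in HEK293 cells | Incubation: Dye loading 1 h at 37 °C, then 30 min room temperature | Measured by: Kinetic Fluo-8 fluorescence, ex 470-495, em 515-575 nm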
# TRPML3 agonist = agonists of human TRPML3 channel. Q8TDD5. HEK293 TRPML3-YFP, Fluo-8 calcium fluorescence; 100% = the carbachol control signal. actives 0.29% (n = 220,000). activation, % at 3 µM;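 active = activation above its plate's cutoff, the mean activation of the plate's test wells plus 3 SD, cut at about 12% in these data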;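 note: 0% = DMSO only wells and 100% = carbachol wells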
# Target sequence (Q8TDD5 whole entry, looked up): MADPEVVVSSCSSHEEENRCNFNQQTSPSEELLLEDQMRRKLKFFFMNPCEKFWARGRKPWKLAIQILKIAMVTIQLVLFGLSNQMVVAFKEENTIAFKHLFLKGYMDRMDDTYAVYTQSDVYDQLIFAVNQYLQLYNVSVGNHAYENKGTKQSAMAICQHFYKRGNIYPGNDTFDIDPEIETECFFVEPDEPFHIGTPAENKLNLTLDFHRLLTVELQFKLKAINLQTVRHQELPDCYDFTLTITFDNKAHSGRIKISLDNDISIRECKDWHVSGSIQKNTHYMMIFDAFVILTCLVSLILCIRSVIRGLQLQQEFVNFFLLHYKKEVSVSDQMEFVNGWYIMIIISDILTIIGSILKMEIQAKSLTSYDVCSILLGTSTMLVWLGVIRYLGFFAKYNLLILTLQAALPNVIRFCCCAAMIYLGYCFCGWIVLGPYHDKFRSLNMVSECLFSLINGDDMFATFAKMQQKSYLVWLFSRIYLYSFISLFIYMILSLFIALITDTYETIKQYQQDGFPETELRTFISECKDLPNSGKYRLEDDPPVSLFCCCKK
#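 Material: HEK293 cells stably carrying human TRPML3-YFP; compound dosing: single dose, 3 µM final nominal compound, 0.3% DMSO final; incubation: 1-h 37 °C dye load, 5-s basal, 120-s post-compound reads; technique: Fluo-8 intracellular calcium fluorescence, excitation 470-495 nm, emission 515-575 nm; read-out basis: percent activation from peak-to-basal fluorescence ratio, scaled between DMSO and carbachol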
# BaF3 parental = reduces parental Ba/F3 cell viability, JAK2V617F counter-screen | AID 1486 | inhibition, % at 5.6 µM | actives 1.1% (n = 220,000) | CellTiter-Glo ATP luminescence;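 active = inhibition above a per-campaign cutoff, the mean inhibition of all tested compounds plus 3 SD, cut at about 27% in these data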;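 note: 0% = DMSO wells and 100% = JAK Inhibitor I control wells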
# RBBP9 inhibitor = blocks human serine hydrolase RBBP9. inhibition, % at 7.94 µM. O75884. recombinant RBBP9, FP-Rh probe fluorescence polarization. actives 0.2% (n = 220,000);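 active = inhibition above the campaign mean of all tested compounds plus 3 SD, cut at about 14% in these data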;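 note: plate controls were DMSO wells with RBBP9 for no effect and wells lacking RBBP9 protein for full effect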
# Target sequence (O75884 whole entry, looked up): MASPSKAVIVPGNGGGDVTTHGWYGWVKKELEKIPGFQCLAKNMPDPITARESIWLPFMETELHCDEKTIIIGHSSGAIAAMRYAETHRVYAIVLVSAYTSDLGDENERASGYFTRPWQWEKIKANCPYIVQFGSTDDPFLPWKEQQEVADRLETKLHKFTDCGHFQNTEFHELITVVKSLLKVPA
#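 System: RBBP9 protein / Buffer or medium: Tris/NaCl buffer pH 8.0 with 0.1% Pluronic / Probe or stimulus: Serine-hydrolase probe FP-Rh, 375 nM pre-mixing / Dosing: 7.94 µM single dose, 0.794% DMSO / Times: enzyme-compound preincubation 30 min, then probe labeling 45 min, 25 °C / Technique: fluorescence polarization (mP), excitation 525 nm, emission 598 nm / Replication: singlicate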
# Starred values were filed as active, the others as inactive; · = not tested or not shown; [ ] = dose if it differs, or a comment.
SMILES,Wee1 degr inh,PPC-1+TRAIL kill,Ba/F3 V617F tox,TNF death inh,CHOP inhibitor,TRPN1 ag,TRPML3 agonist,BaF3 parental,RBBP9 inhibitor
COc1ccc(-n2c(Cc3cccn3C)nnc2SCC(=O)NCc2ccc(F)cc2)cc1,-3,10,-2,2.2,16,1.4,0.5,6,-4
COc1ccc(C(=O)NNC(=O)c2cc3cc([N+](=O)[O-])ccc3oc2=O)cc1OC,0,24,-2,1.4,-16,0.5,1.1,7,-1
CC(NCc1ccc(S(N)(=O)=O)cc1)C(=O)Nc1cc([N+](=O)[O-])ccc1Cl (centres undefined),5,19,1,2.7,3,1.1,0.5,4,-13
Cc1cccc(CC(=O)OCn2nnc3ccccc3c2=O)c1,-1,-1,2,0.6,54,0.2,0.0,-1,-6
COCCCNc1nc(N)c([N+](=O)[O-])c(NCC2CCCO2)n1 (centres undefined),1,-4,2,5.0,9,1.9,0.7,0,-3
Cc1cc(=O)n2[nH]c(COc3ccccc3)nc2n1,3,6,-5,-1.2,15,0.1,0.4,1,-8
CCC(C(=O)c1ccccc1)P(=O)(NN)c1ccccc1 (centres undefined),7,-4,-1,2.0,9,-0.9,-0.5,0,-4
CC(Sc1nc(-c2ccccc2)cc(C(F)(F)F)n1)C(=O)N1CCOCC1 (centres undefined),3,17,1,0.0,-3,-1.1,0.2,5,-2
CCCNC(=O)c1ccc2c(c1)ncn2-c1ccccc1OC,-2,2,-2,1.9,19,2.4,0.6,11,2
CCOC(=O)CSc1nnc(N)s1,-1,10,0,-0.6,-9,1.0,0.7,4,-3
O=C(Nc1ccc(OCC(=O)N2CCOCC2)cc1)Nc1cccc(Cl)c1,-5,16,1,1.8,-6,4.8,0.3,10,-1
Cc1ccc2[nH]c(=O)c(C(c3nnnn3CC3CCCO3)N3CCOCC3)cc2c1 (centres undefined),0,2,3,0.5,3,1.3,0.0,5,-7
CCOC(=O)c1c(NC(=O)c2ccc(-n3cnnn3)cc2)sc2c1CCCC2,-2,2,1,1.0,69,-0.5,0.7,4,-6
O=C(COC(=O)CNC(=O)c1ccccc1Cl)Nc1ncc(C(F)(F)F)cc1Cl,3,4,-2,0.8,-2,-0.6,0.1,3,3
Cc1nnsc1C(=O)N1CCC(CO)(Cc2ccccc2Cl)CC1,-3,-30,-3,2.8,-8,0.3,0.9,-3,-5
Nc1nonc1-n1nnc(C(=O)N/N=C/c2ccccc2)c1CSc1ccc(Cl)cc1,5,22,-1,0.8,49,0.4,1.0,1,-9
CN(C)/C=C1/Oc2c(ccc3ccccc23)C1=O,-1,3,-1,-0.1,26,-0.9,-0.3,1,-11
O=[N+]([O-])c1cc(/C=N/O)ccc1SCc1ccccc1Cl,1,8,1,-8.5,13,-2.0,0.0,5,-19
COCCNC(=O)C(C(=O)c1ccc(F)cc1)n1cc(C)ccc1=O (centres undefined),-2,-10,0,-0.4,-25,0.8,1.1,4,-10
CCN(CC)C(=O)CCCC(=O)N(CC)CC,-2,19,-2,-0.1,25,1.5,0.8,8,-9
COC(=O)[C@H]1[C@H]2C[C@@H]3c4[nH]c5cc(OC)ccc5c4CCN3C[C@H]2C[C@@H](OC(=O)c2ccc(N)cc2)[C@@H]1OC,3,10,-1,-1.3,24,2.7,0.3,-1,-6
COc1ccc(OCC(=O)N2CCN(S(=O)(=O)c3ccccc3[N+](=O)[O-])CC2)cc1,2,6,-3,1.7,2,-0.3,0.7,4,8
Cn1c(C(=O)O)c(CC(=O)NCc2cccnc2)c2ccccc21,-3,14,-2,0.4,-18,0.5,0.0,4,-16
CSc1cccc(NC(=O)CCc2ccccc2)c1,-3,4,1,1.5,0,-0.5,0.0,2,-8
COc1ccc(C)cc1-n1nnnc1SCc1nc2ccccc2s1,0,10,5,-4.0,47,0.1,0.5,3,-11
COC(=O)C(=C/C=C/c1ccco1)C(=O)OC,2,2,-2,-0.6,7,-1.2,0.2,-4,-11
O=C(NNC(=O)C1CC1c1ccccc1)c1ccccc1[N+](=O)[O-] (centres undefined),-1,7,-4,0.9,33,-0.3,0.3,-2,-9
COc1cccc(OC)c1C(=O)NNC(=O)c1cccnc1,-3,11,-3,2.8,13,1.9,0.6,0,4
Cc1ccc(-c2nc3ncccc3o2)cc1NC(=O)c1cccnc1,5,·,-2,0.3,11,1.6,0.1,-1,1
Cc1ccc(S(=O)(=O)N(CC(=O)N2CCN(c3ccc(F)cc3)CC2)C2CCCCC2)cc1,-1,4,2,0.5,28,-2.0,-0.2,3,5
Clc1cccc(-c2nc3nc4ccccc4nc3n2Cc2ccco2)c1,4,-4[5 µM],-1,-1.7,-33,-1.5,-0.1,-1,-10
CN(C)C(=O)CSc1nnc(Cc2ccccc2)n1CC1CCCO1 (centres undefined),5,20,-1,3.0,9,-0.5,0.4,-2,-5
O=C1CC(Nc2ccc3ccccc3c2)C(=O)N1Cc1ccccc1 (centres undefined),0,-1,-2,1.0,58,-0.7,-0.1,4,0
COc1ccccc1C1CCN(c2ccc([N+](=O)[O-])c(OC)c2)CC1,-3,2,-2,-1.6,16,-2.6,-0.8,1,-6
COc1cc2c(cc1OC)C(C)N(C(=O)c1c(C)noc1C)CC2 (centres undefined),-4,14,0,-6.1,12,1.5,0.6,-2,-10
Cc1ccc(CNC(=O)c2sccc2-n2cccc2)cc1,-1,12,0,-1.2,30,-1.5,-0.9,0,-5
Cc1nn(Cc2c(Cl)cccc2Cl)c(C)c1NC(=O)Cn1nc([N+](=O)[O-])c(Cl)c1C,2,19,-1,1.4,65,1.5,0.8,9,-3
COC(=O)C1(C(O)C(=O)c2ccc(C)cc2C)CCCCC1 (centres undefined),-2,7,-4,-1.6,24,-2.3,6.7,0,-3
O=C(COC(=O)CCC(=O)c1cccs1)Nc1ncc(Cl)cc1Cl,1,18,3,1.7,17,0.4,0.0,9,-2
CCCOc1ccccc1NC(=O)c1ccc([N+](=O)[O-])cc1,4,18,0,0.0,14,0.2,0.1,2,-5
CC1(C)CC(=O)C=C(NC2CCCCCCC2)C1,-4,8,1,-0.4,-3,-0.3,-0.2,4,-2
CCOC(=O)c1cnc(SCC(=O)Nc2ccc(N3CCOCC3)c(Cl)c2)nc1N,7,19,3,-0.7,34,2.7,0.8,11,-5
CNc1oc(/C=C/c2ccccc2)nc1C#N,4,14,-4,0.3,15,-0.8,0.0,-1,-7
CC(=O)Nc1ccc(S(=O)(=O)NC(CC(=O)NCCCN2CCOCC2)C(C)C)cc1 (centres undefined),-1,2,1,-0.1,10,0.2,-0.1,5,3
CC(C)(C)N=C1C([N+](=O)[O-])=CC=C2C1=NC1(CCCCC1)N2O,-2,16,1,-0.5,-8,0.2,0.2,8,-1

# Next part; the last 6 above are carried over.
SMILES,Wee1 degr inh,PPC-1+TRAIL kill,Ba/F3 V617F tox,TNF death inh,CHOP inhibitor,TRPN1 ag,TRPML3 agonist,BaF3 parental,RBBP9 inhibitor
CCCOc1ccccc1NC(=O)c1ccc([N+](=O)[O-])cc1,4,18,0,0.0,14,0.2,0.1,2,-5
CC1(C)CC(=O)C=C(NC2CCCCCCC2)C1,-4,8,1,-0.4,-3,-0.3,-0.2,4,-2
CCOC(=O)c1cnc(SCC(=O)Nc2ccc(N3CCOCC3)c(Cl)c2)nc1N,7,19,3,-0.7,34,2.7,0.8,11,-5
CNc1oc(/C=C/c2ccccc2)nc1C#N,4,14,-4,0.3,15,-0.8,0.0,-1,-7
CC(=O)Nc1ccc(S(=O)(=O)NC(CC(=O)NCCCN2CCOCC2)C(C)C)cc1 (centres undefined),-1,2,1,-0.1,10,0.2,-0.1,5,3
CC(C)(C)N=C1C([N+](=O)[O-])=CC=C2C1=NC1(CCCCC1)N2O,-2,16,1,-0.5,-8,0.2,0.2,8,-1
Cc1ccc(-c2nnc(Nc3ccc4c(c3)OCO4)c3ccccc23)cc1S(=O)(=O)NCCO,-1,5,3,3.2,-11,-0.4,0.2,4,-3
COc1ccc2c(c1OC)C(=O)N1N=C(c3ccc(F)cc3)CC21 (centres undefined),2,27,3,-0.4,5,0.8,0.3,9,-8
CCOc1ccc(S(=O)(=O)NCCC(=O)OCC(=O)N2CC(=O)Nc3ccccc32)cc1,1,-22,0,7.1,7,1.4,-0.4,5,-1
CSCCC(NC(=O)COc1ccccc1)C(=O)N1CCN(c2ccccc2F)CC1 (centres undefined),4,-21,3,-5.2,20,-0.3,0.7,6,-2
Cc1ccc(-c2noc(CN3CCN(c4ccccc4F)CC3)n2)cc1,1,19,-2,0.6,74*,-0.1,-0.3,1,-2
CCOc1ccc(-c2[nH]nc3c2C(c2ccc4c(c2)OCO4)C(C#N)=C(N)O3)cc1OC (centres undefined),-1,-15,0,-4.6,38,1.2,0.5,12,-2
Cc1cccc(-c2n[nH]c(=S)n2/N=C/c2ccc(C)s2)c1,-4,16,2,2.3,-23,-1.9,-0.5,4,-6
O=C(NNC(=O)c1csc(-c2cnccc2C(F)(F)F)n1)c1ccc(C(F)(F)F)cc1,1,-1,1,1.8,8,-2.0,-0.7,-2,-7
Oc1ccc(N=Nc2cccc(C(F)(F)F)c2)cc1C=Nc1ccc(N2CCOCC2)cc1,-3,8,5,-10,104*,2.6,-0.3,6,-4
COc1cccc(C(=O)N2CCCC(c3nc(-c4cccs4)no3)C2)c1 (centres undefined),-3,-2,4,-1.2,37,1.4,0.4,11,-11
Cc1ccc(-n2c(C)nn(CC3CC3)c2=O)cc1,2,-12,0,44,8,1.0,1.3,5,4
Cc1cc(NC(=O)/C=C/C(=O)N(CC(=O)NC2CCCC2)c2ccc(F)cc2)no1,-2,2,2,1.1,-11,-0.1,-0.1,10,-10
COc1ccccc1Oc1c(C)oc2c(CN3CCN(C)CC3)c(O)ccc2c1=O,0,-7,3,-0.3,11,0.5,0.5,4,-9

# As entered above:
# TRPML3 agonist, `Cc1cc(=O)n2[nH]c(COc3ccccc3)nc2n1` → 0.4
# TNF death inh, `Nc1nonc1-n1nnc(C(=O)N/N=C/c2ccccc2)c1CSc1ccc(Cl)cc1` → 0.8
# PPC-1+TRAIL kill, `CCOc1ccc(-c2[nH]nc3c2C(c2ccc4c(c2)OCO4)C(C#N)=C(N)O3)cc1OC` (centres undefined) → -15
# BaF3 parental, `CCOc1ccc(S(=O)(=O)NCCC(=O)OCC(=O)N2CC(=O)Nc3ccccc32)cc1` → 5
